Screening results deposited in PubChem BioAssay by several laboratories.
OX1R antag-1 – antagonists of human orexin 1 receptor (OX1R); O43613; OX1R-expressing cells, FRET antagonist read-out; inhibition, % at 6.6 µM; 1.8% of 330,000 active; AID 485270; in the data active = inhibition mostly above about 38%, no sharp cut-off; inactive = mostly below about 40%;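 note: 0% = agonist challenge alone and 100% = reference antagonist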
Target sequence (O43613 whole entry, looked up): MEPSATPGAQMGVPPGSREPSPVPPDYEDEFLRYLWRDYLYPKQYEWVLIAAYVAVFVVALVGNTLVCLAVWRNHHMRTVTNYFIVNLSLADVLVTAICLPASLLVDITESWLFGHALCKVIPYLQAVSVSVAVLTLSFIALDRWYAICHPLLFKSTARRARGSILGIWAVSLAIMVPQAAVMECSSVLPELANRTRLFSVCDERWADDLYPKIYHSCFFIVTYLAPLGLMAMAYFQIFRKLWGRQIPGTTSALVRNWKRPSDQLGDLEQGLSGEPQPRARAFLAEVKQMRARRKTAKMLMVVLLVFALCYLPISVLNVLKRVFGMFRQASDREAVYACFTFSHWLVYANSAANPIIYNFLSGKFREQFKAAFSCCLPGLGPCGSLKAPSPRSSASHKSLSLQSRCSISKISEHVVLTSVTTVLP
OX1R antag-2 – antagonists of human orexin 1 receptor. O43613. CHO/OX1R cells, Fluo-8 calcium fluorescence, orexin A. inhibition, % at 5 µM. 0.43% of 330,000 active. AID 434989;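 active = inhibition above its plate's threshold, mean inhibition of all tested compounds on the plate plus 3 SD, cut at about 37% in these data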;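 note: 0% = orexin A challenge wells and 100% = SB-334867-A antagonist wells; not every result past the cut was called active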
STK33 inh – human STK33 kinase inhibition; Q9BYT3; purified STK33, MBP phosphorylation, ADP-Glo luminescence; inhibition, % at 10 µM; 0.073% of 320,000 active; AID 2661;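 active = inhibition at or above 25%, using the most active replicate where run in duplicate; inactive = inhibition below 25%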
Target sequence (Q9BYT3 whole entry, looked up): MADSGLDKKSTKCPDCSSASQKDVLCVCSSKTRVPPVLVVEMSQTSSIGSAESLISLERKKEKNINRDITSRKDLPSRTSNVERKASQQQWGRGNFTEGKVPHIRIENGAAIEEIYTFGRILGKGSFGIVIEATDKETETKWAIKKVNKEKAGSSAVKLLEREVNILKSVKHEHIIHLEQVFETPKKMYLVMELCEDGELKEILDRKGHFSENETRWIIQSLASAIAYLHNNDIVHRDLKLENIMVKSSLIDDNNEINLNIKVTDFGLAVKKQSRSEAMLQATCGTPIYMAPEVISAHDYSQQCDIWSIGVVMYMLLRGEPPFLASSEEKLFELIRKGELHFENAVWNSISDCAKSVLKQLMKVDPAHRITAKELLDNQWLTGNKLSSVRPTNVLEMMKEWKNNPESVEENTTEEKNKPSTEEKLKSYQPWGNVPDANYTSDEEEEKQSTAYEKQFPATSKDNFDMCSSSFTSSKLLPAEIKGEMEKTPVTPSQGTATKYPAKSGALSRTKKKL
Numbers without * were called inactive; nt = not tested or not shown.

STK33 inh,OX1R antag-1,OX1R antag-2,structure
-0.7,8,-16,COc1ccc(C2=NN(C(=O)CCC(=O)O)C(c3ccc(OC)c(OC)c3)C2)cc1 (configuration not stated)
-2.4,0,-10,CC1=CC2=NC(=O)CC(C)(C(=O)N(CC(=O)NC(C)(C)C)Cc3cccs3)N2C=C1 (configuration not stated)
-1.6,2,-23,Cc1ccc(NC(=O)CSc2nc3ccccc3nc2N2CCOCC2)c(C)c1
-1.0,14,-11,CCOC(=O)COc1cccc2c(=O)n(CC(N)=O)ccc12
-0.3,6,2,Cc1ccc(C(=O)NCc2ccco2)cc1Br
5.5,18,-13,CCC(=O)N1CCc2cc(S(=O)(=O)NC(CC(C)C)C(=O)N3CCc4ccccc43)ccc21 (configuration not stated)
nt,7,-19,CN(C)C(=O)CCc1ccc2c3c([nH]c2c1)[C@]1(C)[C@@H](C(=O)N2CCCCC2)C[C@H](CC(=O)NCc2ccco2)C(=O)N1CC3
-0.7,16,-24,O=C(COc1ccccc1)Nc1ccc(-c2nnc(-c3ccco3)o2)cc1
0.5,20,-20,CN1C(C(=O)Nc2cccc(O)c2)=CC(c2cccs2)=NS1(=O)=O
-1.0,16,-26,CCOC(=O)c1c(C)n(C)c2ccc(O)c(S(=O)(=O)c3ccccc3)c12
0.2,13,-17,NNC(=O)c1ccc(Cn2cccn2)o1
-1.9,12,-2,CCCN1C2CCCC1CC(NC(=O)NC1CCCCC1)C2 (configuration not stated)
-0.8,3,-12,COc1cccc(Oc2cn[nH]c2-c2ccc(OCC(=O)NN)cc2O)c1
-0.7,20,-25,O=C(CNc1cccc2ccccc12)N/N=C/c1ccc([N+](=O)[O-])o1
-1.0,1,-17,CCOC(=O)c1cc(-c2ccc3c(c2)OCCO3)n[nH]1
-1.1,16,-29,CC(=O)N1c2c(cc(Br)cc2S(=O)(=O)NCc2ccc(C)cc2)CC1C (configuration not stated)

Results in STK33 inh and OX1R antag-2 (4 entries from above):
molecule | STK33 inh | OX1R antag-2
CCC(=O)N1CCc2cc(S(=O)(=O)NC(CC(C)C)C(=O)N3CCc4ccccc43)ccc21 (configuration not stated) | 5.5 | -13
CCCN1C2CCCC1CC(NC(=O)NC1CCCCC1)C2 (configuration not stated) | -1.9 | -2
CCOC(=O)c1c(C)n(C)c2ccc(O)c(S(=O)(=O)c3ccccc3)c12 | -1.0 | -26
NNC(=O)c1ccc(Cn2cccn2)o1 | 0.2 | -17

Next entries:
STK33 inh,OX1R antag-1,OX1R antag-2,structure
-0.4,6,-16,Clc1ccc(-n2c(SC/C=C/c3ccccc3)nnc2-c2cccnc2)cc1
-0.1,4,-12,CCN(C(=O)COC(=O)c1cccc(S(=O)(=O)N2CCOCC2)c1)C1CCS(=O)(=O)C1 (configuration not stated)
-1.0,78*,52*,Cc1ccc(-c2c(C)sc(NC(=O)C3C4CCC(O4)C3C(=O)O)c2C(=O)OC(C)C)cc1 (configuration not stated)
-0.9,10,4,Cc1cc(C(C)(C)C)oc1C(=O)N(CC(=O)NC1CCCC1)Cc1ccc(F)cc1
0.6,27,-32,COc1ccc(CN=C(C#N)C2=C(O)c3ccccc3C2=O)cc1
1.2,23,-7,O=C1CCN(S(=O)(=O)c2ccccc2)N1
-0.9,-1,-15,CC(Nc1nc(-c2ccc(F)cc2)cs1)c1nc2cc(Cl)c(Cl)cc2n1CCOCCO (configuration not stated)
1.1,13,5,c1ccc(-c2nc(CSc3nnnn3-c3ccccc3)cs2)cc1
-3.0,3,-9,CC1CC(=O)N(CC(=O)Nc2ccc(Br)cc2)c2ccccc2S1(=O)=O (configuration not stated)
-3.5,7,-24,Cc1ccc(C2CCN(C(=S)NC(C)(C)C)C2)cc1 (configuration not stated)
0.2,10,1,O=C(CCC(=O)N/N=C/c1ccco1)N/N=C/c1ccco1
-1.7,52,-21,COc1ccccc1NC(=O)C1CCCN(S(=O)(=O)c2cccc3nsnc23)C1 (configuration not stated)
-2.2,41,-6,COc1ccc(CSCC(=O)NN=C2CCN(C)CC2)cc1
-2.3,39,0,Cc1ccc(S(=O)(=O)N2[C@@H](c3cccc(Cl)c3)C(C(=O)O)=CC[C@H]2c2cccc(C)c2)cc1
-1.1,3,-12,N#Cc1ccc(C(=O)Nc2cc(S(=O)(=O)Nc3ccc(Cl)cc3)ccc2N2CCCCC2)cc1
-3.0,11,5,NC(N)=NS(=O)(=O)c1ccc(NC(=S)NC(=O)c2ccc(Br)cc2)cc1
3.3,18,-9,CC1(O)C(=O)C=C2C=C(C3CC3)OC=C2C1=O (configuration not stated)
-0.8,1,-4,CCOc1ccc(CO/N=C/c2c(C)[nH]c(=O)[nH]c2=O)cc1
-0.8,11,-36,CCN(CC)C(=O)Oc1ccc(Br)c2ccccc12
-1.6,14,-30,CC(C)(CN1CCN(Cc2ccccc2)CC1)NS(=O)(=O)c1ccc(Cl)cc1
-2.5,2,-19,COc1ccc(CNC(=O)C2CCC(CNS(=O)(=O)c3cccs3)CC2)cc1 (configuration not stated)
-2.1,17,-15,CC(=O)c1sc(NC(=O)C(C)Oc2ccc3c(C)cc(=O)oc3c2)nc1C (configuration not stated)
1.1,13,-14,c1cncc(-c2ccc3ncnc(NCc4ccc5c(c4)OCO5)c3c2)c1
-2.6,18,-36,COc1ccccc1NC(=O)C(C)OC(=O)/C=C/c1ccc2ccccc2n1 (configuration not stated)
-0.4,7,-15,Cc1ccc(NNC(=O)C2CCC2)cc1C
-0.4,20,-22,COC(=O)c1ccccc1NC(=S)N1CCN(c2ccccn2)CC1
5.1,21,-11,CC(=O)/C(=C/c1ccccc1)C(=O)Nc1ccccc1C
-1.6,3,-1,COc1ccc2[nH]cc(S(=O)(=O)c3ccc(C)cc3)c2c1
-1.3,3,-5,CC(=O)/C(C(=N)N1CCN(C(c2ccccc2)c2ccccc2)CC1)=C(\C)O
-0.8,20,-9,CCn1c(SCC(=O)N/N=C/C(C)=C/c2ccco2)nnc1-c1ccccc1
-0.8,15,-12,CCOc1ccc(N=CC2=C(O)CC(C)(C)CC2=O)cc1
-1.7,7,-14,CN(CC(CC(=O)Nc1nncs1)c1ccccc1)S(=O)(=O)c1ccccc1 (configuration not stated)
-2.2,10,-23,CC(C)(C)NC(=O)CN(C(=O)CNC(=O)c1cccs1)c1ccccc1F
-0.1,8,5,CC(N=C(NS(=O)(=O)c1ccc(Cl)cc1)c1ccccc1)C(=O)O (configuration not stated)
0.4,7,-26,CC(C)=CC(=O)OCC(=O)Nc1nc(C)c(Cl)cc1Cl
-0.2,17,-8,COc1ccc(S(=O)(=O)N(CCc2ccccc2)CC(=O)O)cc1
-0.1,-1,-6,CC1CCCCC12NC(=O)N(CC(=O)N1CCN(c3ccccc3)CC1)C2=O (configuration not stated)
0.7,14,-10,COc1ccc(C(=O)Nc2ccc3c(c2)OCO3)cc1OC
-1.8,10,-13,C/C(=N\OCc1cccc(C(=O)O)c1)c1ccc(Cl)cc1
0.8,6,-11,CCNS(=O)(=O)c1ccc(CCC(=O)NCc2ccccn2)cc1
-0.8,5,0,COCCNC(=O)CCCCCNS(=O)(=O)c1ccc(C)cc1
-3.8,23,-14,O=C(CSc1nc2ccccc2o1)Nc1cc(C(F)(F)F)ccc1N1CCOCC1
-0.7,18,-22,Cc1nn(Cc2ccc([N+](=O)[O-])cc2)c(=O)n1-c1ccccc1
-1.0,16,-5,CC1CCN(C(=O)CSc2nc3ccccc3[nH]2)CC1
-0.7,3,-5,Cc1cc(C)nc(NC(=O)CSc2ncccn2)n1
-0.1,18,-13,O=C(NCc1ccco1)c1ccc(Cl)c(S(=O)(=O)N2CCc3ccccc32)c1
-0.1,8,-26,CCOC(=O)c1ccc(NCc2ccc(N(C)C)cc2)cc1
-0.8,0,-1,CCN(CC(=O)Nc1c(F)cccc1F)C(=O)c1nc2nccc(C)n2n1
5.5,3,-8,COc1ccc(NC(=S)N2CCN(C(=O)c3ccco3)CC2)cc1
-2.9,13,13,CC(C)(C)S(=O)(=O)c1cnc(-c2ccc(Cl)cc2)nc1N
0.3,14,-29,COc1ccccc1N1CCN(C(=O)CCc2nnc3ccc(N4CCC(C)CC4)nn23)CC1
-1.7,5,-8,N#Cc1ccc(S(=O)(=O)N2CCc3[nH]c4ccc(F)cc4c3C2)cc1
-2.3,9,-12,CC(C)C(=O)Nc1ccc(NC(=S)NC(=O)c2cc3ccccc3o2)cc1
-1.6,-2,8,O=C(NC1CCCCCCC1)c1c(O)c2ccccc2[nH]c1=O
1.5,9,-13,Cc1ccc(NC(=O)N2CCOCC2)c(C)c1
-0.1,10,-24,O=C(CNC1CCCCC1)Nc1cc(S(=O)(=O)N2CCOCC2)ccc1Cl

The list goes on.
STK33 inh,OX1R antag-1,OX1R antag-2,structure
-0.5,36,-20,Nc1cc(=O)[nH]c(SCC(=O)Nc2cc(S(=O)(=O)N3CCOCC3)ccc2Cl)n1
-1.4,7,-2,Cc1ccc(SCC(=O)NCCSC(C)(C)C)cc1
-0.9,4,-10,COc1cccc(OC)c1NC(=O)CN1CCN(C)CC1
-0.2,7,-10,COc1ccc(OC)c(-c2cc(C(=O)NCc3ccco3)no2)c1
-1.1,1,-11,O=C(COC(=O)c1c(F)cccc1Cl)NC(=O)Nc1ccc2c(c1)OCCO2
-0.9,4,5,O=c1c2cn[nH]c2[nH]c(=S)n1-c1ccccc1F
-1.1,2,-31,COc1ccc(NC(=S)N(Cc2ccc(N(C)C)cc2)Cc2ccco2)cc1
-0.5,8,-17,COc1ccc2sc(-c3ccc(N(C)C)cc3)c(C#Cc3cncn3C)c2c1

Sorted by length of the SMILES (lowest first): part of the list above
STK33 inh,OX1R antag-1,OX1R antag-2,structure
1.5,9,-13,Cc1ccc(NC(=O)N2CCOCC2)c(C)c1
-1.4,7,-2,Cc1ccc(SCC(=O)NCCSC(C)(C)C)cc1
-0.9,4,-10,COc1cccc(OC)c1NC(=O)CN1CCN(C)CC1
-1.1,2,-31,COc1ccc(NC(=S)N(Cc2ccc(N(C)C)cc2)Cc2ccco2)cc1
-0.5,8,-17,COc1ccc2sc(-c3ccc(N(C)C)cc3)c(C#Cc3cncn3C)c2c1
-1.1,1,-11,O=C(COC(=O)c1c(F)cccc1Cl)NC(=O)Nc1ccc2c(c1)OCCO2
-0.5,36,-20,Nc1cc(=O)[nH]c(SCC(=O)Nc2cc(S(=O)(=O)N3CCOCC3)ccc2Cl)n1

Among those listed so far, these have a nitro group on carbon:
STK33 inh,OX1R antag-1,OX1R antag-2,structure
-0.7,20,-25,O=C(CNc1cccc2ccccc12)N/N=C/c1ccc([N+](=O)[O-])o1
-0.7,18,-22,Cc1nn(Cc2ccc([N+](=O)[O-])cc2)c(=O)n1-c1ccccc1

More compounds
STK33 inh,OX1R antag-1,OX1R antag-2,structure
-1.3,15,-7,CC(C)(C)C(=O)CN1C2=NCCCN2c2ccccc21
-0.6,15,-3,CCOC(=O)CSC(C)C(=O)Nc1nnc(C(C)C)s1 (configuration not stated)
-0.1,9,-5,O=C1C2CCCN2C(=O)N1CCCCN1CCN(CCO)CC1 (configuration not stated)
-1.6,8,-14,Cc1cc(/C=N/n2c(COc3ccccc3C)nc3ccccc3c2=O)c(O)c([N+](=O)[O-])c1
-1.6,3,-17,CCc1ccccc1-n1c(SCC(=O)N2CCCC2)nc2[nH]ncc2c1=O
-1.5,13,-15,CC(C)CC(=O)NC(=S)Nc1ccc(NC(=O)c2cccs2)cc1
0.4,10,-3,Cc1c(C(=O)N2CCCC2)oc2c1-c1nn(CC(=O)NCCCN3CCCCC3C)cc1CC2 (configuration not stated)
-1.4,26,-12,O=S(=O)(ON(c1ccccc1)S(=O)(=O)c1ccccc1)c1ccccc1
-0.4,9,0,CC(C)NC(=O)CCNC(=O)c1ccc(F)cc1
7.6,5,-5,O=C(NCC1CCCO1)c1cccs1 (configuration not stated)
-2.2,4,-23,COCc1cc(=O)[nH]c(-c2ccccc2OC(F)(F)F)n1
-0.7,14,-4,CCc1ccc(N(CC(=O)NC2CCCC2)C(=O)CCC(=O)Nc2ccccn2)cc1
0.6,17,6,Cc1ccc(OCC(=O)Nc2ccc(N3CCN(S(C)(=O)=O)CC3)cc2)cc1
-0.1,21,-10,CCCn1c(O)c(N=NC(=O)c2cccnc2)c2cc(Br)ccc21
-0.2,10,-7,Nc1nc2ccc(N3CCOCC3)cc2s1
-1.9,3,-16,O=C(Nc1cccc(S(=O)(=O)N2CCCC2)c1)c1cccc(S(=O)(=O)N2CCOCC2)c1
-1.4,10,45*,Cc1cc(C)c2c(=O)n(CC(=O)Nc3ccc(Cl)cc3)sc2n1
-0.9,7,-13,O=C(CCc1ccccc1)NNC(=S)Nc1ccc(F)cc1
-1.3,3,-20,CN(C)CCn1c2c(c(SCC(=O)Nc3ccccc3)nc1=O)CCCC2
-2.6,46,-6,O=C(Nc1ccc(N2CCOCC2)cc1)c1ccc([N+](=O)[O-])cc1
1.2,6,-8,Cc1cc(OCC(=O)NC2CC2)c2c(C)cc(=O)oc2c1
2.6,11,-16,Cc1csc(NC(=O)CSc2nnc(NC(=O)C3CC(=O)N(c4ccccc4)C3)s2)n1 (configuration not stated)
-0.9,21,-5,CCN(CC)C(=O)Cn1cc(S(=O)(=O)CC(=O)Nc2cc(OC)ccc2OC)c2ccccc21
-1.0,-2,-39,COc1ccc(Nc2nc(N)nc(CN3CCN(c4ccccn4)CC3)n2)cc1
-0.6,9,-23,Cc1ccnc(NC(=O)c2ccc(Cl)c(S(=O)(=O)N3CCCCC3)c2)c1
3.5,6,-13,CC(=O)Nc1ccc(N2C(=O)CC(N3CCSCC3)C2=O)cc1 (configuration not stated)
